C-LANA FP: inhibitors of KSHV LANA C-terminal domain DNA binding | inhibition, % at 9 µM | MBP-C-LANA/FAM-LBS DNA binding, fluorescence polarization | 340,000 tested, 0.078% active;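 active = highest replicate inhibition at or above 60% at 9 µM, even if other replicates fall short; inactive = all replicates below 60% inhibition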;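 note: 0% = neutral control wells and 100% = 4 µM acridine orange control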
DSG3 Ab inh: human desmoglein-3 autoantibody binding inhibition; AID 588358; P32926; binding (percent of control), % at 10 µM; DSG3-coupled beads, scFv-anti-DSG3-GFP binding, flow cytometry; hits give low values; 310,000 tested, 0.48% active;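 active = binding more than 3 SD below its plate's average and above zero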;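 note: hits lower antibody fragment binding to DSG3; some compounds called inactive have numbers as strong as hits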
Target sequence (P32926 whole entry, looked up, the tested form may be a part): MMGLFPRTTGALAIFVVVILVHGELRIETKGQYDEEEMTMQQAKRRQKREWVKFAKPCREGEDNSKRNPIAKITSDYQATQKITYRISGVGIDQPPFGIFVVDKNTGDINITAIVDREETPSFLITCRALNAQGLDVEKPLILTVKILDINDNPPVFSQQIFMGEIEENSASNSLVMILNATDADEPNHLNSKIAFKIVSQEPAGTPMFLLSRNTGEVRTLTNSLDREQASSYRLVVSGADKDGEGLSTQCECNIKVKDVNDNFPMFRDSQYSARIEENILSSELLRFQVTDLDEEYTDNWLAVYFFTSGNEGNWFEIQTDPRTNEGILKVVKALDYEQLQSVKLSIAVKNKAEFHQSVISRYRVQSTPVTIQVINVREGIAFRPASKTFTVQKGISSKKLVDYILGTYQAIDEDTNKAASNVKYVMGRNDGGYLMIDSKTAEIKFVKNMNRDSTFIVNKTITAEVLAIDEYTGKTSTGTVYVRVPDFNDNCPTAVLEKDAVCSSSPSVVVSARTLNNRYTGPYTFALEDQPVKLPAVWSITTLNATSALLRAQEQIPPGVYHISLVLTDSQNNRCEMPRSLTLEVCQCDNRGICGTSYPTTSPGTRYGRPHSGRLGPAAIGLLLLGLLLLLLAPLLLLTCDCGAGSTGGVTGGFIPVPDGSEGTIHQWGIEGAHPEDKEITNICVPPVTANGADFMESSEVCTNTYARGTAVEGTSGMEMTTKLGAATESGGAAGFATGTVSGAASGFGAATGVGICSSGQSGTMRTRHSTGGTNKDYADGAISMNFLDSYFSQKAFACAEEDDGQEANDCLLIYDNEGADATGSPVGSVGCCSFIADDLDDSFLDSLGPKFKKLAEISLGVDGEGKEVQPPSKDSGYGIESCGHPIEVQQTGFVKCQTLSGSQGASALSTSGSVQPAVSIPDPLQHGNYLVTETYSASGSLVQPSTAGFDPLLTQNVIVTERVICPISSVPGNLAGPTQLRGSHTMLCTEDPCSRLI
CAL PDZ FP-1: inhibitors of human CAL PDZ peptide binding | Q9HD26 | 300,000 tested, 0.92% active | inhibition, % at 24.9 µM | purified CAL PDZ, TMR-peptide fluorescence polarization, 1 h | AID 602252;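 active = mean inhibition of at least 30% with at least half of replicates also reaching 30%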;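 note: 0% = DMSO neutral control and 100% = excess unlabeled competitor peptide PRC23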
RTF Ca sens inh: cardiac RTF calcium desensitization. P19429+P45379. IANBD-labeled cardiac RTF, Ca2+ fluorescence. inhibition, % at 7.15 µM. 340,000 tested, 0.12% active. AID 493244;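 active = inhibition above the mean inhibition of all tested compounds plus 3 SD, cut at about 17% in these data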;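 note: assay run at fixed EC70 calcium of 1.6 mM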
DAGLB inhibitor: blocks human DAGLB lipase activity. Q8NCG7. HEK293T DAGLB membrane lysate, EnzChek fluorogenic substrate. inhibition, % at 5.17 µM. 340,000 tested, 0.059% active. AID 504411; in the data active = inhibition above about 34%;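 note: 0% = enzyme with vehicle and 100% = wells lacking enzyme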
Arrestin-AP2 inh: inhibitors of human beta-arrestin and AP2 interaction; FITC-arrestin peptide / GST-AP2 beads, flow cytometry; AP2 beta2 appendage carries R879A mutation; inhibition, % at 10 µM; 340,000 tested, 0.31% active;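 active = inhibition above a set limit, near 3 SD of compounds lacking own fluorescence, cut at about 54% in these data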;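 note: plate controls were DMSO wells for no effect and 5 µM unlabelled arrestin peptide for full effect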
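Assay system: GST-AP2 R879A bound to glutathione beads, E. coli-expressed; Medium: PBS with 0.05% Tween 20 and 0.1% BSA; Also added: fluorescein-tagged arrestin peptide at 50 nM final; Timing: 12 min plus 1 h, RT; Measured by: flow cytometry, FL1 (488/535 nm); Evaluation: percent drop in bead-associated FITC signal.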
CAL PDZ FP-2: human CAL PDZ-peptide interaction inhibition. purified CAL PDZ, TMR-peptide fluorescence polarization, 1 h. inhibition, % at 20 µM. 330,000 tested, 0.02% active. AID 504414;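 active = highest replicate inhibition of at least 40%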;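 note: plate controls were DMSO neutral control wells for no effect and unlabeled competitor peptide control wells for full effect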
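material = purified tagged CAL PDZ domain construct (CerCALP) | compound dosing = 20 µM, one dose | times = 1 h at RT | measured by = fluorescence polarization from S- and P-plane intensities, G-factor corrected | read-out = inhibition from polarization loss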
Keap1 Nrf2 FP: disrupts human Keap1 binding to Nrf2 peptide; Q14145; Keap1 Kelch-Nrf2 peptide fluorescence polarization, 1536-well; inhibition, % at 9.4 µM; 340,000 tested, 0.15% active; AID 504523; in the data active = inhibition above about 12%;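 note: human Keap1 Kelch domain with fluorescein labeled Nrf2 9mer peptide probe; 0% = neutral control wells and 100% = peptide positive control; higher means more block of Keap1 binding to Nrf2 peptide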
V-ATPase pHluor: yeast V-ATPase proton transport regulation by pHLuorin; AID 504577; S. cerevisiae, pHLuorin cytosolic pH fluorescence; 350,000 tested, 0.37% active; response, % at 10 µM; in the data active = response mostly above about 7.3%, no sharp cut-off; inactive = mostly below about 5.4%; note: actives read high; inactives centre near 0; some compounds called inactive have numbers as strong as hits; reference of the scale not given here
NSD2 inh: inhibitors of human histone methyltransferase NSD2; NSD2 peptide methylation, AlphaScreen, 120 min; inhibition, % at 12.5 µM; 310,000 tested, 0.54% active; in the data active = inhibition above about 50%
* hit, by the source's call; nt = no result given. An excerpt; the hit share may differ from the screen's.

SMILES	C-LANA FP	DSG3 Ab inh	CAL PDZ FP-1	RTF Ca sens inh	DAGLB inhibitor	Arrestin-AP2 inh	CAL PDZ FP-2	Keap1 Nrf2 FP	V-ATPase pHluor	NSD2 inh
Cc1[nH]c(=O)[nH]c(=O)c1S(=O)(=O)NCC12CC3CC(CC(C3)C1)C2	0.0	102	0	-3	4	4	-0.5	-2	-5	1
Cc1ccc(S(=O)(=O)NN=C2CC(C)(C)OC2(C)C)cc1	nt	102	nt	nt	-2	nt	nt	nt	-2	0
CCOC(=O)CSc1nc(C)cc(C)c1C(N)=O	-0.2	98	nt	-5	-1	-4	-1.3	-7	0	nt
COCc1[nH]nc2c1C(C1C=CCCC1)C(C#N)=C(N)O2 (configuration not stated)	2.5	121	0	-6	1	4	-2.6	-5	-5	-2
CC(C)N(CC#CC(O)(c1ccccc1)c1ccccc1)CCO	1.6	104	0	1	1	4	-0.3	-4	-3	2
CONC(=O)c1cc(OCC(F)(F)F)ccc1OCC(F)(F)F	0.3	nt	0	3	0	20	-1.0	3	-5	1
COCCOC(=O)c1c(NC(=O)CSc2cccc[n+]2[O-])sc(C(N)=O)c1C	3.1	93	-3	-6	2	7	-0.2	-5	1	-4
CCc1ccc(N2C(=O)C3ON(c4ccccc4)C(c4ccco4)C3C2=O)cc1 (configuration not stated)	0.9	nt	-3	-6	-3	-4	nt	2	-1	34
O=C(O)c1cccc(Nc2c3ccccc3nc3ccccc23)c1	5.4	96	nt	-3	0	15	-0.1	3	-4	-2
C=CCn1cc(C(=O)OC)c(=O)c2cc(S(=O)(=O)N3CCC(C)CC3)ccc21	-1.9	108	-15	4	2	13	nt	-2	-7	3
CC(=O)c1ccc(NC(=O)COC(=O)CC2CC3CCC2C3)cc1 (configuration not stated)	2.5	106	-1	-5	0	-3	-3.3	-3	3	-1
C[C@H](CO)N1C[C@H](C)[C@@H](CN(C)Cc2ccc(Oc3ccccc3)cc2)Oc2c(NC(=O)c3ccncc3)cccc2C1=O	-1.5	104	-1	6	3	7	-1.2	-6	4	nt
O=C1c2ccccc2C(=O)N1CC#CCN1CCN(C2CCCCC2)CC1	-0.3	nt	-3	-11	-3	6	0.2	1	-3	nt
O=C(CC(c1ccccc1)c1ccccc1)NCCOCc1ccccc1	-4.6	126	0	-2	-4	0	2.0	1	-3	-3
NS(=O)(=O)c1ccc(NCc2c(F)cccc2Cl)cc1	0.5	nt	-4	-17	0	21	-1.3	-4	1	0
CC(Sc1nnc(-c2cccnc2)n1N)C(=O)N1CCOCC1 (configuration not stated)	-1.7	102	-1	0	0	-6	0.3	-7	5	0
COc1cccc(CNc2ccccc2O)c1OCc1ccccc1F	-0.9	96	-3	4	0	25	0.5	-3	-1	12
O=C(NCCCN1CCOCC1)C(=O)NCCc1ccccc1	1.1	97	0	-7	0	37	-3.3	-6	-1	1
Cc1ccc(-n2nnnc2SCC(=O)Nc2ccc3c(c2)COC3=O)cc1C	0.5	109	1	0	11	-7	-1.8	0	-2	-5
COc1ccccc1-c1nc(-c2ccc(C(=O)O)cc2)no1	-0.3	101	-7	1	-1	6	0.3	-1	18	nt

Looked up above:
CC(C)N(CC#CC(O)(c1ccccc1)c1ccccc1)CCO in DAGLB inhibitor = 1
COCCOC(=O)c1c(NC(=O)CSc2cccc[n+]2[O-])sc(C(N)=O)c1C in Keap1 Nrf2 FP = -5

Next section.
SMILES	C-LANA FP	DSG3 Ab inh	CAL PDZ FP-1	RTF Ca sens inh	DAGLB inhibitor	Arrestin-AP2 inh	CAL PDZ FP-2	Keap1 Nrf2 FP	V-ATPase pHluor	NSD2 inh
CN(C)C(=O)Cn1c(SCC(=O)N2CCCc3ccccc32)nc2ccccc21	1.0	105	-4	-11	2	-3	-0.8	-3	-1	17
COc1ccc(S(=O)(=O)N2CCN(C3CCCC(C)C3)CC2)cc1 (configuration not stated)	1.9	nt	2	7	-7	-10	-1.8	1	-2	1
COc1cccc(NC(=O)Cc2c(C(=O)O)[nH]c3ccccc23)c1	-0.4	97	0	-3	2	0	-0.7	-4	1	3
CCOC(=O)C1CCN(c2cc3c(cc2NC(=O)c2ccccc2)n(C)c(=O)n3C)CC1	-0.9	149	-1	-2	3	11	-3.3	-2	-3	-4
CCOc1ccc(S(=O)(=O)c2cn(C)c3cc(OC)c(OC)cc3c2=O)cc1	-1.7	94	1	2	0	1	-1.2	0	-1	-1
CCOC(=O)CC(=O)CSc1nc(-c2cccnc2)cc(C)c1C#N	-3.4	nt	-10	-11	2	-13	-0.1	-11	1	16
O=C(Cn1c(-c2cscn2)nc2ccccc21)Nc1cc(F)ccc1F	-0.2	104	-5	-5	-3	30	-0.6	-2	-2	6
CCc1cc2cccc(C)c2nc1SCC(=O)Nc1cc(C)on1	0.5	99	1	-5	-9	17	0.6	-1	0	0
Cc1ccc(Cl)cc1NC(=O)COC(=O)Cn1cnc2c1c(=O)n(C)c(=O)n2C	0.3	112	-3	-4	-1	16	0.8	0	2	-1
O=C1C=C(c2cccc(Br)c2)C[C@@H](c2ccc(Cl)cc2)C1	0.4	102	-2	-9	-20	6	-0.6	1	3	nt
CC(OC(=O)COc1ccccc1[N+](=O)[O-])C(=O)Nc1ccc(N2CCOCC2)cc1 (configuration not stated)	-0.7	96	nt	3	2	2	0.1	-2	1	-1
CCc1nc(SCc2ccc(OCC(C)C)cc2)n[nH]1	-0.2	114	nt	-13	-8	-1	-3.1	-1	1	-1
CCn1cc(C(=O)N2CCCC2)c(=O)c2cc(S(=O)(=O)N3CCOCC3)ccc21	-0.9	95	-1	4	0	11	-1.1	-3	1	-1
COc1cc2c(cc1OC)C(=O)N1[C@H]3c4cc(Cl)ccc4OC[C@@H]3[C@H](c3ccccc3)[C@]1(C)C(=O)N2	-1.1	100	-5	-17	-4	27	-2.2	0	0	nt
Cc1ccc(-n2ncc3c(NCCCN4CCCC4=O)ncnc32)c(C)c1	-1.6	104	-2	-9	3	8	-2.0	3	-4	-2
Cc1cc(C)cc(N(CCC#N)C(=O)CN2C(=O)NC3(CCCC3)C2=O)c1	-1.6	111	nt	6	-3	18	0.4	0	-51	2
c1ccc(CNc2c3c(nc4ncnn24)CCC3)cc1	-0.2	101	-7	7	-2	-3	-1.7	1	-5	-4
CCC(C)NC(=O)c1[nH]c(C)c(C(=O)OC)c1C (configuration not stated)	0.4	98	0	6	2	16	-3.3	4	2	-1
Cc1cccc(N2CCN(C(=O)CCn3c(=S)[nH]c4cc5c(cc4c3=O)OCO5)CC2C)c1 (configuration not stated)	-0.9	79	-5	-4	3	-3	0.6	-7	nt	0
CN(CC(=O)Nc1ccc(Cl)cc1F)C1CCS(=O)(=O)C1 (configuration not stated)	-2.3	nt	2	-3	-4	-14	-1.0	-1	-2	-2
COc1ccc(NC(=S)NC(NC(C)=O)C(Cl)(Cl)Cl)c([N+](=O)[O-])c1 (configuration not stated)	0.9	93	0	0	2	-5	-1.5	-1	-2	3
Clc1ccc(CN2C3=NCCN3c3ccccc32)cc1Cl	-0.1	105	nt	4	-1	-14	-0.8	-3	0	3
O=C(NNS(=O)(=O)c1ccc(Cl)cc1)c1cc(-c2ccccc2)nc2ccccc12	2.6	97	-3	-6	1	-2	-1.7	2	2	1
Cc1onc(-c2ccccc2)c1C(=O)N1CCOC12CCN(c1cccc(F)n1)CC2	-0.6	109	-1	-4	-3	33	-2.3	3	-2	1
CC(C)=CCC/C(C)=C/C(N)=O	0.4	91	-5	-2	-3	-16	-1.1	-2	0	-3
O=C(Cc1ccccc1C(=O)O)Nc1cccc2ccccc12	-10	nt	nt	1	0	60*	-1.0	-1	-3	5
NS(=O)(=O)c1ccc(CCNC(=O)C2CCCN2C(=O)OCc2ccccc2)cc1 (configuration not stated)	1.1	122	0	0	-2	23	-0.7	-1	-4	-1
Cc1cc(NC(=O)CSc2ccc3nnc(-c4cccnc4)n3n2)no1	-0.6	108	nt	-6	-2	3	0.4	-5	-3	nt
C=CCNc1nc(C(=O)OC(C)C(=O)c2ccc(C)cc2)cs1 (configuration not stated)	0.8	104	2	3	-1	57*	-0.5	1	2	-2
CC(=O)Nc1cccc(/C(C)=N/NC(=O)c2cccs2)c1	0.1	83	-1	-17	-2	24	-4.0	-1	3	-6
Cc1ccc(C)c(S(=O)(=O)N2CCCOC2CNC(=O)C(=O)NC2CC2)c1 (configuration not stated)	1.7	108	-4	1	2	-12	-0.6	5	6	1
N#Cc1ccc(C(=O)NC2CCCCCCC2)cc1	1.9	nt	-2	-5	0	6	-2.5	1	1	-2
COc1ccccc1N(CC(=O)Nc1c(C)n(C)n(-c2ccccc2)c1=O)S(=O)(=O)c1ccc(C)cc1	0.4	100	6	-7	-1	8	-0.7	1	0	2
CCCCCC/C(=N\NS(C)(=O)=O)c1ccccc1	0.4	104	2	-1	-3	8	-3.1	0	2	0
CC1Cc2ccccc2N1C(=O)c1cnc2n(c1=O)CCS2 (configuration not stated)	-0.6	102	-3	2	-3	2	-0.3	2	1	nt
COC(=O)c1ccc(Oc2nc(NC(C)C)nc(SC)n2)cc1	1.2	99	nt	-9	-5	6	0.5	-2	3	22
N#Cc1ccc2ccn(CC(=O)NC3CCCCCC3)c2c1	-0.3	90	-2	0	2	-9	-0.4	-4	0	-2
O=C(COc1ccc(Br)cc1Cl)c1ccc[nH]1	1.1	102	nt	2	-2	38	-0.7	4	0	-2
O=C(CNc1n[nH]c(=O)[nH]c1=O)N/N=C/c1cccnc1	-0.2	103	-3	-2	-2	0	0.4	6	3	-3
O=C(NCCN1CCCCC1)c1cc(OCC(F)(F)F)ccc1OCC(F)(F)F	-1.2	90	4	-1	-3	1	-1.4	1	9	-2
CCC(Oc1ccc2c(c1)C(=O)CC(C)(C)O2)C(=O)NCCN1CCCCCC1 (configuration not stated)	-3.8	91	-13	-5	0	-11	-0.1	-3	0	19
Cc1ccc2c(c1)C1CC(C)(O2)N(c2cccc(C(=O)N3CCN(c4ccccn4)CC3)c2)C(=O)N1 (configuration not stated)	0.6	109	-22	-5	3	10	-0.5	-5	7	3
C=C(C)CN(CC)CCC(=O)Nc1ccc(OC)cc1OC	0.2	nt	-3	-7	0	0	-0.5	-1	4	-2
COc1cc(N(C(=O)Cc2cccs2)C(C(=O)NC2CCCCC2)c2ccc(C)cc2)ccc1-n1cnnn1 (configuration not stated)	-0.7	105	-6	-1	-2	17	-0.6	0	1	-2
O=C(CCc1ccccc1)Nc1cccnc1	-0.9	102	-2	-6	-1	-4	1.6	3	-1	-1
